Compound activity (PubChem BioAssay)
FLuc modulator – firefly luciferase modulation, counter-screen for miR-21 project | P08659 | AID 588342 | 360,000 compounds, 6.9% hits | purified FLuc, Km substrates, luminescence inhibition | Potency, µM (titrated, usually from 57.5 µM), without a hit: at the highest dose activity change, negative = inhibition, hits mostly inhibitors; active = well fitted inhibition curve with a large enough effect; inconclusive = small, poorly fitted or top-dose-only effect;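 note: plate controls were vehicle for no effect and reference inhibitor for full effect; nearly all actives have a fitted effect of over 55% in size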
Target sequence (P08659 whole entry, looked up): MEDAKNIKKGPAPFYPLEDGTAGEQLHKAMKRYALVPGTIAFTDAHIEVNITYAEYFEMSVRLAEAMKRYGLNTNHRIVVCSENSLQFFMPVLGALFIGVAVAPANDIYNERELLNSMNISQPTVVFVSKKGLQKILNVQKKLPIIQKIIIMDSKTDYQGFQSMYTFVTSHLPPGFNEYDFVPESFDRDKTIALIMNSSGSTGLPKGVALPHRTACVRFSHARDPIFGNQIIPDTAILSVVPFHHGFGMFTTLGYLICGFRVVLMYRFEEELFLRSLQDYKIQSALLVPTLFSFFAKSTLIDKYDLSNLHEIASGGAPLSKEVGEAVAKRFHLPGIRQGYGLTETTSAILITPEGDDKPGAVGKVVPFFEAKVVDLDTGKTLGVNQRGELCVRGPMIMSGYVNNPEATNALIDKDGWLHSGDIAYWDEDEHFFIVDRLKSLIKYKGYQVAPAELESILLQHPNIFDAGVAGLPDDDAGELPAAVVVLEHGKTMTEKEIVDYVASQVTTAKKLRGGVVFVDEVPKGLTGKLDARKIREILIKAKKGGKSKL
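Purified P. pyralis luciferase (10nM final) with 10uM D-luciferin and 10uM ATP (Km levels) in 50mM Tris acetate pH 7.5, 10mM Mg acetate, 0.01% Tween-20, 0.05% BSA; qHTS 6-point titration, ~60 µM downward; luminescence read.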
An asterisk follows results filed as active; ? = inconclusive. Potency is the fitted concentration of half-maximal effect. Some of the compounds tested (hit frequency here may not be typical).

The first 6 records as a preview:
SMILES | FLuc modulator
O=C(Nc1ccc(F)c(F)c1)C(c1ccccc1)N1Cc2ccccc2C1=O (stereo not drawn) | 7%
COc1cc(C(=O)Nc2cc(C)c(O)c(-c3nc4ccccc4s3)c2)cc(OC)c1OC | -11%
Cc1ccc(-n2ncc(C(=O)NCc3cccs3)c2C2CCN(C(=O)OC(C)(C)C)CC2)c(C)c1 | -8%
COc1ccc(OC)c(NC(=O)c2c(NCc3cccs3)sc3c2CCCCC3)c1 | -18%
CCCC(CCC)C(=O)Nc1cc(-c2cn3cccnc3n2)ccc1OC | -8%
CCCNC(=O)Cn1nc(C)c2c(C)n(-c3ccccc3)nc2c1=O | -4%

The listing, repeating the preview:
SMILES | FLuc modulator
O=C(Nc1ccc(F)c(F)c1)C(c1ccccc1)N1Cc2ccccc2C1=O (stereo not drawn) | 7%
COc1cc(C(=O)Nc2cc(C)c(O)c(-c3nc4ccccc4s3)c2)cc(OC)c1OC | -11%
Cc1ccc(-n2ncc(C(=O)NCc3cccs3)c2C2CCN(C(=O)OC(C)(C)C)CC2)c(C)c1 | -8%
COc1ccc(OC)c(NC(=O)c2c(NCc3cccs3)sc3c2CCCCC3)c1 | -18%
CCCC(CCC)C(=O)Nc1cc(-c2cn3cccnc3n2)ccc1OC | -8%
CCCNC(=O)Cn1nc(C)c2c(C)n(-c3ccccc3)nc2c1=O | -4%
COc1ccc(NC(=O)Nc2nnc(C)s2)cc1 | 17µM*
CC1=C(c2ccc(C)c(C)c2)S(=O)(=O)N=C1N1CCC(C(=O)N2CCC(C)CC2)CC1 | -2%
Cc1ccc(C)n1-c1nnc(N2CCCC(C(=O)Nc3ccccc3Br)C2)s1 (stereo not drawn) | 7%
CC(C)(C)c1ccc(OCC(=O)Nc2c(C(=O)c3ccc(F)cc3)oc3ccccc23)cc1 | 0%
CCNC(=O)c1ccc2nc(CCc3ccccc3)oc2c1 | -13%
COc1ccc(-c2nc(SCC(=O)NC3CCCC3)c(-c3ccc(F)cc3)[nH]2)cc1OC | ?
Cc1ccc2c(=O)cc(C(=O)Nc3sc4c(c3C(=O)NCc3ccco3)CCC4)oc2c1 | -2%
COc1ccc(Cn2c(SCc3ccc(C(=O)NC(C)c4ccccc4)cc3)nc3cccnc32)cc1 (stereo not drawn) | ?
COc1cc(NC(=O)c2ccc(C)c(Cl)c2)ccc1NC(=O)c1cc2ccccc2o1 | 3%
COc1cccc(C2c3c(oc4cc(C)cc(C)c4c3=O)C(=O)N2CCc2ccc(OC)c(OC)c2)c1 (stereo not drawn) | 2%
CC(CNC(=O)Cn1ccc2cc(S(=O)(=O)N3CCCCC3)ccc21)c1ccccc1 (stereo not drawn) | -15%
CCOc1ccccc1NC(=O)c1cc2cc(C)ccc2n1C | ?
Cc1ccc(NC(=O)c2cnc3cc(C)ccn3c2=O)c(C)c1 | ?
CCOC(=O)C1CCC(CN(Cc2ccc(OC)cc2)S(=O)(=O)c2ccc(C)cc2)CC1 (stereo not drawn) | -1%
COc1cc(OC)c(NC(=O)c2csc3c2CCC(C)C3)cc1Cl (stereo not drawn) | ?
COc1ccccc1N1CCN(C(=O)CSc2nc3ccccc3nc2Cc2ccc(C)cc2)CC1 | -7%
Cc1cccc(-n2ncc(C(=O)NCc3ccco3)c2C2CCN(C(=O)OC(C)(C)C)CC2)c1 | -5%
CCCCn1nc(NC(=O)c2cccc(Cl)c2)c2cc3ccc(C)cc3nc21 | -7%
Cc1ccc(Cl)cc1Nc1nn2c(=O)c3ccc(C(=O)NC4CCCCC4)cc3nc2s1 | -2%
CCc1ccc2oc(C(=O)N(Cc3ccc(N(C)C)cc3)Cc3ccco3)c(C)c2c1 | -14%
CCOC(=O)c1c(NC(=O)C2c3ccccc3Oc3ccccc32)sc(C)c1CC | -4%
COc1ccc(OCC(=O)NCc2ccc3c(c2)CCN3C(=O)c2ccccc2)cc1 | -17%
CC(C)COc1ccc(C2=NC(c3ccncc3)=Nc3ccc(F)cc3N2)cc1 | 1%
CCOC(=O)c1c(-c2ccccc2)csc1NC(=O)c1cc(-c2cccc(OC)c2)on1 | -5%
CN(C)c1ccc(CN(Cc2ccco2)C(=O)c2ccc(F)cc2)cc1 | 6%
Cc1ccc(S(=O)(=O)N2CCN(Cc3cc(Br)ccc3O)CC2)cc1 | -7%
CC(=O)c1ccc(NC(=O)c2cnc(N3CCCC3)nc2C)cc1 | -2%
CC(C)c1cccc(C(C)C)c1NC1=NS(=O)(=O)c2ccccc21 | 3%
COc1ccc(-c2nc(Cn3c(SCc4cccc(C(F)(F)F)c4)nc4cccnc43)c(C)o2)cc1OC | -1%
Cc1cccc(N2CCN(C(=O)Cn3c(=O)c4cccn4c4ccc(F)cc43)CC2)c1C | -1%
CCc1ccc(S(=O)(=O)NCc2ccc3c(c2)CCN3C(=O)c2ccc(C)cc2)cc1 | -8%
COc1ccc(CNC(=O)c2ccc(CS(=O)(=O)c3ccccc3OC)o2)cc1 | 3%
Cc1ccc(O)c(NC(=O)c2cc(-c3ccccc3O)no2)c1 | 6%
CCc1nnc(SCc2nc(-c3ccc(OC)cc3)oc2C)c2cc3sccc3n12 | -11%
COc1ccccc1C1C=C(c2ccc(C(C)C)cc2)Nc2nnnn21 (stereo not drawn) | -2%
O=C(Nc1nnc(S(=O)(=O)N2CCc3ccccc32)s1)c1cccc(Cl)c1 | -7%
CC(C)CC(=O)Nc1ccc(C(=O)OCc2cc(=O)n3nc(C(C)C)sc3n2)cc1 | -3%
COc1ccc(C(=O)Nc2cc3cc(Cl)ccc3oc2=O)cc1OC | -2%
CSc1ccc(CCNC(=O)CCc2c(C)nc3c4cccnc4nn3c2C)cc1 | -2%
Cc1cn2c(=O)cc(COC(=O)c3ccc(NC(=O)c4ccccc4C)cc3)nc2s1 | ?
O=C(NCCCN1CCCCC1)c1ccc2c(c1)sc1nc(-c3ccc(F)cc3)cn12 | -6%
COc1ccc(NC(=O)C(Cc2ccccc2)NS(=O)(=O)c2ccc(Br)s2)cc1OC (stereo not drawn) | -18%
Cc1ccn2c(=O)cc(CSc3nnc(NC(=O)c4ccccc4Cl)s3)nc2c1 | ?
CC(=O)Nc1nonc1-c1nnc(SCC(=O)Nc2cccc(C)c2C)n1-c1ccccc1 | -1%

(continued)
SMILES | FLuc modulator
Cc1ccc(C2c3[nH]c4ccccc4c3CCN2C(=O)c2ccccc2Br)cc1 (stereo not drawn) | -1%
CC1CCN(c2nc3c(S(=O)(=O)c4ccccc4)nnn3c3ccc(Cl)cc23)CC1 | 2%
CC1=C(c2ccc(C)cc2)S(=O)(=O)NC1=NCc1cccc(F)c1 | -9%
Cc1ccc(C)c(CN2C(=O)c3ccccc3Sc3ccc(C(=O)NCCCOC(C)C)cc32)c1 | -2%
CCC1(C)CC(=O)c2c(ccc3oc(C(=O)NCc4ccccc4)c(C)c23)O1 (stereo not drawn) | 9.5µM*
O=S(=O)(c1ccccc1)c1nc(-c2cccs2)oc1SCc1ccccc1Cl | 1%
Cc1ccc(-n2ncc3c(=O)n(Cc4cccc(C(F)(F)F)c4)cnc32)cc1C | -7%
COc1ccc(NC(=O)C(CC(C)C)NS(=O)(=O)c2ccc3c(c2)oc(=O)n3C)cc1Cl (stereo not drawn) | -1%
O=C(COc1ccc(Cl)cc1)NCC(c1ccco1)S(=O)(=O)c1ccc(F)cc1 (stereo not drawn) | -10%
CCC(C)n1c(=O)c2sccc2n2c(CCCC(=O)NCc3ccccc3Cl)nnc12 (stereo not drawn) | -2%
COc1ccc(/C=C(/C#N)c2nc(-c3ccc(-c4ccccc4)cc3)cs2)cc1OC | -5%
CCOC(=O)CNC(=O)CSc1cn(CC(=O)N2CCCCCC2)c2ccccc12 | -2%
COC(=O)c1ccc(NC(=O)c2nn(C)c3c2COc2ccccc2-3)cc1 | -8%
CCN(CC)c1ccc(NC(=O)c2cc(C)nc3c2c(C)nn3-c2cccc(F)c2)c(C)c1 | -9%
COc1ccc(C(=O)c2oc3ccccc3c2NC(=O)COc2ccccc2)cc1 | 0%
CCC1CCCCN1S(=O)(=O)c1ccc(NC(=O)c2cc(=O)c3c(C)cc(C)cc3o2)cc1 (stereo not drawn) | 2%
Cc1ccc(CNC(=O)c2cccc(NC(=O)N3CCSc4ncccc43)c2)cc1 | -14%
CCN1C(=O)c2ccccc2Sc2ccc(NC(=O)Cc3ccc(OC)c(OC)c3)cc21 | -12%
O=C(NCCCN1CCN(c2ccccc2)CC1)c1cc2c(s1)-c1ccccc1OC2 | -13%
CCc1nc(-c2ccc(C)c(S(=O)(=O)N3CCN(c4ccc(C(C)=O)cc4)CC3)c2)no1 | -9%

Quoted at random: two compounds from above
SMILES | FLuc modulator
CCc1ccc2oc(C(=O)N(Cc3ccc(N(C)C)cc3)Cc3ccco3)c(C)c2c1 | -14%
CC(=O)c1ccc(NC(=O)c2cnc(N3CCCC3)nc2C)cc1 | -2%

Next part
SMILES | FLuc modulator
CCN(CC)c1ccc(NC(=O)c2cc(CN3CCCC3)on2)c(C)c1 | 7%
CCOc1ccccc1NC(=O)c1cnc(N2CCOCC2)c2ccccc12 | 2%
COc1ccc(CCNC(=O)CCCn2c(=O)c3cccn3c3cccnc32)cc1OC | -2%
CC(=O)c1cc(-c2ccccc2)n(CC(=O)Nc2ccc(C)cc2C)c1C | 1%
Cc1nn(C)c2c1c(C(F)(F)F)cc(=O)n2C(C)C(=O)NCc1ccc(Cl)cc1 (stereo not drawn) | -6%
Cc1ccc(CSCCNC(=O)C2CCN(S(=O)(=O)Cc3ccccc3)CC2)cc1 | -5%
COCCCNC(=O)c1nn(-c2ccc(C)cc2)c(=O)n(C)c1=O | -2%
Cc1ccc(CNC(=O)c2cc(-c3ccc(C)c(C)c3)nc3ccccc23)cc1 | -18%
COc1cc(-c2nnc(SCC(=O)Oc3ccccc3)o2)cc(OC)c1OC | -2%
CC1CCC(NC(=O)c2ccc(CS(=O)(=O)c3cccc(C(F)(F)F)c3)o2)CC1 (stereo not drawn) | 4%
CCC1Oc2ccccc2N(CC(=O)NCc2ccc(C)cc2)C1=O (stereo not drawn) | -6%
Cn1cnc2c(=O)oc3ccc(S(=O)(=O)N4CCN(c5cccc(Cl)c5)CC4)cc3c21 | -1%
Cc1ccc(-n2c(=O)cc(N3CCN(c4ccccc4Cl)CC3)[nH]c2=O)cc1 | -2%
CC(C)CCNC(=O)c1ccc2nc(CCc3ccccc3)oc2c1 | 0%
Cc1ccc(C(=O)NCCSc2c[nH]c3ccccc23)cc1C | -3%
COc1ccccc1-n1c(/C=C/c2c(C)n(C)c3ccccc23)nc2ccccc2c1=O | -8%
COc1ccc(NC(=O)COc2ccc(S(=O)(=O)NC3CCCCC3)cc2)c(OC)c1 | 0%
O=C(Cn1ncc2c(Cl)cccc21)NCc1cccc(F)c1 | -2%
COc1cc(C(=O)N2CCN(c3ccc(Nc4ccccc4)nn3)CC2)cc(OC)c1OC | -9%
CC(C)Oc1ccc(CNS(=O)(=O)c2ccc(-c3cc(C(F)(F)F)on3)s2)cc1 | -1%
COc1ccc(C2C=C(c3ccc(C)cc3)Nc3c(C(=O)Nc4ccccc4)cnn32)cc1 (stereo not drawn) | -4%
CCc1ccc(NC(=O)c2cc(C(C)=O)n3ccccc23)cc1 | 15µM*
Cc1ccc(-c2nc3c(c(SCC(=O)Nc4ccccc4Cl)n2)Cc2c(CO)cnc(C)c2O3)cc1 | 0%
CCOC(=O)C1CCN(C(c2ccc(F)cc2)c2sc3nc(-c4ccco4)nn3c2O)CC1 (stereo not drawn) | -18%
CCC(=O)N1CCc2cc(S(=O)(=O)NC(Cc3ccccc3)C(=O)NCc3ccccc3OC)ccc21 (stereo not drawn) | -9%
Cc1cccc(C)c1NC(=O)CCSCCc1ccccn1 | -2%
COC(=O)c1ccc(NC(=O)c2cnn(-c3ccc(Cl)cc3)c2C2CCN(C(=O)OC(C)(C)C)CC2)cc1 | -6%
CCc1ccc(Nc2ncnc3c2cnn3-c2cc(Cl)ccc2C)cc1 | ?
COc1ccc(C)cc1NC(=O)c1ccc2nc(Cc3ccccc3)oc2c1 | 5%
COc1cccc(CNC(=O)C2CCN(c3nnc(-n4c(C)ccc4C)s3)CC2)c1 | 4%
CCOc1cc(C(=O)Nc2ccc(NC(=O)c3cc4ccccc4o3)c(OC)c2)cc(OCC)c1OCC | -7%
CC(C)CN(CCNC(=O)c1cn(C)c2ccc(S(=O)(=O)N3CCOCC3)cc2c1=O)CC(C)C | 2%
Cc1ccc(C)c(N2CCN(C(=O)C3CCN(c4nc5ccc(C)cc5[nH]4)CC3)CC2)c1 | -15%
O=C(c1cc2ccccc2oc1=O)N1CCN(c2ccc(F)cc2)CC1 | -2%
CCc1ccc(CNCc2c(C(=O)O)c(C)n(Cc3c(F)cccc3Cl)c2C)cc1 | -13%
O=C(CSc1nnc(-c2ccccc2)c(-c2ccccc2)n1)NC1CCCCC1 | -14%
COc1nc(-c2ccccc2)ccc1-c1noc(-c2ccccc2Br)n1 | ?

5 of the compounds above, in CSV form:
smiles,FLuc modulator
CCOc1cc(C(=O)Nc2ccc(NC(=O)c3cc4ccccc4o3)c(OC)c2)cc(OCC)c1OCC,-7%
CCc1ccc(CNCc2c(C(=O)O)c(C)n(Cc3c(F)cccc3Cl)c2C)cc1,-13%
COc1nc(-c2ccccc2)ccc1-c1noc(-c2ccccc2Br)n1,?
O=C(CSc1nnc(-c2ccccc2)c(-c2ccccc2)n1)NC1CCCCC1,-14%
Cc1ccc(C)c(N2CCN(C(=O)C3CCN(c4nc5ccc(C)cc5[nH]4)CC3)CC2)c1,-15%
